# Screening results deposited in PubChem by several laboratories.
# APP 5'UTR act: activators of APP 5'UTR luciferase reporter, primary screen, SH-SY5Y cells. SH-SY5Y APP 5'UTR luciferase reporter, luminescence; zero percent = DMSO vehicle wells. activation, % at 2 µM. 190,000 compounds, 1% hits;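 active = activation above a set limit, based on mean plus 3 SD of controls, cut at about 140% in these data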; note: values of inactives mirror those of a sister screen read the other way
# TNAP act hiacc: TNAP activators at high phosphate acceptor level, primary screen, biochemical, luminescence, uHTS; 200,000 tested, under 10 active; activation factor at 20 µM; purified TNAP, CDP-star luminescence, 1 M DEA, 30 min; active compounds read high; 0 = EDTA background, 1 = DMSO-only activity;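 active = activation factor at least 2 at 20 µM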
#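 system = human TNAP | amount = enzyme diluted 1/800 final | reagent = 100 µM CDP-star substrate | signal = luminescent substrate turnover signal | dosing = one dose, 20 µM | benchmarks = EDTA negative control, DMSO positive control | measure = activation factor | timing = 30 min reaction, room temperature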
# PMI act: activators of human PMI, primary screen, biochemical, fluorescence intensity, near-Km mannose 6-phosphate | Mannose-6-phosphate isomerase (Homo sapiens), P34949 | purified human PMI, coupled resazurin fluorescence, 20 min; active compounds read high; 1 = vehicle control, 0 substrate-free wells | activation factor at 20 µM | 190,000 compounds, 0.005% hits | AID 1214, 2008;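 active = activation factor of 2 or more at 20 µM, relative to plate controls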
# Target sequence (P34949 whole entry, looked up): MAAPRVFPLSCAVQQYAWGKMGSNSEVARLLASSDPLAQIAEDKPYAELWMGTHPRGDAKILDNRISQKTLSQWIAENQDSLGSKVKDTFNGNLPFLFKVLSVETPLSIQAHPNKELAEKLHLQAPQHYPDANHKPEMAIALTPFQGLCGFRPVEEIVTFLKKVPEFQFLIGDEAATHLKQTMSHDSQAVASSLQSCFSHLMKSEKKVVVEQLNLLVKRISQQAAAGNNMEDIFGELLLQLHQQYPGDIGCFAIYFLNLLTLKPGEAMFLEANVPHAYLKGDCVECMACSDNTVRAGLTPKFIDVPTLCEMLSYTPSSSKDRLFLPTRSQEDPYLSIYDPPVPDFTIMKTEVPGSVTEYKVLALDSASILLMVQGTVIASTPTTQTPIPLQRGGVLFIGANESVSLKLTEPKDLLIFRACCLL
# NF-kB neuron act: activators of NF-kB expression in neurons, primary screen, cell-based, HTS | human neuronal cells, NF-kB reporter expression; active compounds read high | fold change at 12.5 µM | 190,000 compounds, 1.6% hits | AID 1239, 2008; in the data active = fold change above about 3.3
# PMI act hi M6P: human PMI activators, high substrate, primary screen, biochemical, fluorescence intensity, near-saturating mannose 6-phosphate | Mannose-6-phosphate isomerase (Homo sapiens), P34949 | coupled PMI enzyme assay, resazurin fluorescence, 20 min; active compounds read high; 1 = untreated enzyme, 0 = substrate-free blank | activation factor at 20 µM | 190,000 compounds, 0.34% hits | AID 1216, 2008;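 active = activation factor of 2 or more at 20 µM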
#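 Material: human phosphomannose isomerase with PGI, G6PDH, diaphorase coupling enzymes; amount: PMI at 15 ng/mL final; also added: Mannose-6-phosphate 1.0 mM (near-saturating) plus 0.22 mM NADP+; incubation: enzyme reaction with compound 20 min at room temperature; signal: resorufin fluorescence (Ex 544/Em 590 nm) from resazurin via diaphorase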
# TNAP inh hiacc: human TNAP enzyme inhibitors, primary screen, biochemical, luminescent, high phosphate acceptor level, uHTS. 200,000 compounds, 0.03% hits. inhibition, % at 20 µM. purified TNAP, CDP-star luminescence, 1 M DEA;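 active = over 50% inhibition of tissue-nonspecific alkaline phosphatase at 20 µM in the single-dose screen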;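 note: plate controls were DMSO wells for no effect and EDTA-quenched wells as full inhibition for full effect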
# bIAP activator: bovine intestinal alkaline phosphatase activators, primary screen, biochemical, bovine IAP, CDP-star luminescence | 200,000 compounds, 0.17% hits | purified bovine IAP, 30 min; active compounds read high; fold of DMSO-control signal, blank-subtracted | alkaline phosphatase, intestinal [Bos taurus] | activation factor at 20 µM | AID 1016, 2008;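 active = activation factor of 2 or more at 20 µM, a signal rise over negative controls twice the positive control's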
# FLuc inhib CS: firefly luciferase enzyme inhibitors, primary screen, artefact control for luciferase-based inhibitor screens, biochemical, luminescence, ATPLite. Luciferin 4-monooxygenase (Photinus pyralis), P08659. 10 min. inhibition, % at 10 µM. 200,000 compounds, 1.5% hits. AID 1006, 2008;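 active = inhibition above about 50% when tested at 10 µM, limit read from the data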
# Target sequence (P08659 whole entry, looked up): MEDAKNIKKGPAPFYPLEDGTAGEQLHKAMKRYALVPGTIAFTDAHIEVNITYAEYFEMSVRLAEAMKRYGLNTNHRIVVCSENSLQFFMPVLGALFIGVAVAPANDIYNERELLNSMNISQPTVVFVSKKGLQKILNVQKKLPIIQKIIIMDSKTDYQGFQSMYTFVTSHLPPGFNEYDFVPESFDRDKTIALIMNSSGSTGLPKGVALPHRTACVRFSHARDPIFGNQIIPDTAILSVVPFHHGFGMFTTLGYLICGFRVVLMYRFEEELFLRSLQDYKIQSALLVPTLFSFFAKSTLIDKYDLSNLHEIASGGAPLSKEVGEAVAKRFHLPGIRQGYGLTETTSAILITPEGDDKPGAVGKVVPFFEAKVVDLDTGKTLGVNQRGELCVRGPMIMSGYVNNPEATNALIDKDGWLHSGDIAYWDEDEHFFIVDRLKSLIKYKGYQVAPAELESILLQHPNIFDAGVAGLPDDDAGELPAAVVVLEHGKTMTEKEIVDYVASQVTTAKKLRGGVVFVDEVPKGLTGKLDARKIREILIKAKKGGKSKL
# FLuc act counter: FLuc activators, initial screening, artefact control for FLuc-dependent activation tests, biochemical, ATPlite luminescence. Luciferin 4-monooxygenase (Photinus pyralis), P08659. ATPlite luciferase biochemical, 10 min; 0 = ATP-free wells, 1 = DMSO control. activation factor at 10 µM. 200,000 tested, under 10 active. AID 1027, 2008;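 active = luciferase activation factor, scaled between plate controls, of at least 2 with compound at 10 µM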
#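 test system = cell-free luciferase reagent | medium = PBS as buffer for the ATP substrate | dosing = test compounds dosed from 2 mM stocks in 100% DMSO | incubation = 10 min at ambient temperature | detection = luminescence measurement of luciferase light output | benchmarks = low control with PBS replacing ATP, high control enzyme plus ATP without compound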
# TNAP inh no acc: human TNAP enzyme inhibitors, primary screen, biochemical, luminescent, no phosphate acceptor, uHTS; purified TNAP, CDP-star luminescence, 30 min; Alkaline phosphatase, tissue-nonspecific isozyme (Homo sapiens), P05186; 200,000 compounds, 0.26% hits; inhibition, % at 20 µM; AID 1012, 2008;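 active = tissue-nonspecific alkaline phosphatase inhibition above about 50% at 20 µM in the single-dose screen, limit read from the data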;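 note: 0% = DMSO negative control and 100% = EDTA positive control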
# An asterisk follows results filed as active; · = no result given.
SMILES,APP 5'UTR act,TNAP act hiacc,PMI act,NF-kB neuron act,PMI act hi M6P,TNAP inh hiacc,bIAP activator,FLuc inhib CS,FLuc act counter,TNAP inh no acc
Cc1occc1C(=O)Nc1ccc(S(=O)(=O)N2CCCC2)cc1,-5,1,1.1,1.2,1.1,-3,0.8,-1,1,5
COc1cccc(C2NC(=S)NC(C)=C2C(=O)c2ccccc2)c1OC (configuration not stated),-78,1,1.5,1.3,1.6,-2,1.1,0,1,0
CCc1ccc(/C=C2\Oc3cc(OC(=O)N4CCOCC4)ccc3C2=O)cc1,-1,1,0.8,0.75,0.8,0,0.2,10,0.9,-11
O=C(Cn1nnc(-c2ccccc2Cl)n1)NCc1ccc2c(c1)OCO2,·,1.1,1,1.1,1,-7,1,-6,1.1,-5
Cc1nnc(SCC(=O)c2cc(C)n(C3CC3)c2C)s1,65,1,1.1,2.6,1.1,-4,1,14,0.9,1
Cc1c(NC(=O)CN2C(=O)NC(C)(c3ccccc3)C2=O)c(=O)n(-c2ccccc2)n1C (configuration not stated),6,1,1,1,1.1,-3,1,-2,1,-6
CC(C)(C)NC(=O)CN(Cc1cccs1)C(=O)CCN1CCc2ccccc21,-7,1.1,0.9,0.89,0.9,-6,1.2,-6,1.1,-6
O=C(Cn1nnc(-c2ccc(OCc3ccccc3F)cc2)n1)N1CCOCC1,24,1,1,1.6,1,-2,1,30,0.7,-14
Cc1cc(C)c(C(=O)CSc2n[nH]c(-c3ccncc3)n2)c(C)c1,-10,1,1,1,0.9,-1,1,-2,1,3
Cc1cc(-c2ccccc2)cc(-c2ccccc2)[n+]1C,4,1,1.1,1,1,-3,0.9,-4,1,-5
COCCCNC(=O)c1sc2ncn(CC(=O)Nc3ccc(C)c(Cl)c3)c(=O)c2c1C,-19,1.1,1,1.2,0.9,-6,0.9,-4,1,-8
O=C(Nc1ccc(C(=O)O)cc1)/C(=C\c1ccc2c(c1)OCO2)NC(=O)c1ccccc1,20,1,1.2,1.2,1.1,-4,1,-7,1.1,-5
COCCn1c(C)c(C(=O)O)sc1=S,6,1,1,0.95,1,-4,0.9,-3,1,-13
CCCCCCn1c(N2CCC(C(N)=O)CC2)nc2c1c(=O)[nH]c(=O)n2C,-1,1.1,1,1,0.9,-5,1.1,-6,1.1,7
Cc1ccc(S(=O)(=O)N2N=C3CCCCC3C2(O)C(F)(F)F)cc1 (configuration not stated),-23,1,1.3,1.2,1.1,-3,1.2,-6,1.1,-4
COc1ccccc1-n1c(SCC(=O)N2CCc3ccccc32)nc2c(c1=O)SCC2,1,1,0.9,0.85,0.9,-2,1.2,4,1,-1
CCOC(=O)c1c(NC(=S)Nc2ccccc2)sc2c1CCN(CC)C2,5,1,1.1,0.96,1,3,1.1,-5,1,-2
Cc1ccc(C(=O)OCC(=O)NCc2cccs2)cc1S(=O)(=O)N1CCOCC1,10,1.1,1.2,1.1,1.2,-6,1.2,0,1,-4
CCOC(=O)C1=C(C)Nc2sc(C(=O)c3ccc(Br)cc3)c(N)c2C1c1ccc(C(=O)OC)cc1 (configuration not stated),3,1,0.9,0.89,0.9,2,0.9,-4,1,-7
Cc1ccc2cc(C#N)c(N3CCCN(C(=O)C4CCCO4)CC3)nc2c1 (configuration not stated),-10,1,1.2,1,1.4,0,1,-3,1,-5
O=C(Nc1ccccn1)c1cccc(S(=O)(=O)N2CCCCC2)c1,20,1,1,1.1,1,-3,1.1,0,1,-10
COc1ccc2cc(C(=O)N3CCCCCC3)sc(=O)c2c1OC,11,1,1,0.87,1.1,-2,1,-6,1.1,-9
CO/N=C(/CNC(=O)c1cccc(Cl)c1)c1ccc(Cl)cc1,-7,1,0.9,0.99,0.9,-3,0.9,-6,1.1,-4
Cc1onc(-c2ccccc2)c1C(=O)N1CCc2ccccc21,7,1,0.9,1.1,1,-4,1,0,1,-8
CCC(=O)NC(=S)Nc1ccc(NC(=O)c2ccc(Br)o2)cc1,20,1,0.9,1.7,1,-2,0.9,-6,1.1,-8
# Next part:
SMILES,APP 5'UTR act,TNAP act hiacc,PMI act,NF-kB neuron act,PMI act hi M6P,TNAP inh hiacc,bIAP activator,FLuc inhib CS,FLuc act counter,TNAP inh no acc
Cc1ccc(Cl)cc1N1CCN(C(=O)C2CCN(S(=O)(=O)c3cccnc3)CC2)CC1,6,1,0.8,1.5,0.8,-5,1,-3,1,-6
CCOc1cccc(C2C(C(=O)c3cccs3)=C(O)C(=O)N2Cc2cccnc2)c1 (configuration not stated),-6,1,0.9,1.4,0.9,0,0.9,-4,1,-2
COc1ccccc1Nc1nc(N)nc(CN2CCOCC2)n1,·,1,1.1,1,1.1,0,1,-7,1.1,-7
CS(=O)(=O)N1CCN(c2cnn(-c3ccccc3)c(=O)c2Cl)CC1,2,1,·,1.3,·,-2,1,-3,1,-11
Cc1sc2ncn3cnnc3c2c1C,10,0.9,1.1,1.1,1.1,6,1,4,1,12
Cc1c(-c2cccs2)[n+](=O)c2c(n1[O-])CCCCC2,-10,1.1,1,1.1,1,-10,0.9,-7,1.1,-4
Cc1cccc2[nH]c3c(N4CCN(C(=O)c5ccco5)CC4)ncnc3c12,22,1,0.9,0.32,0.9,-4,1.1,-10,1.1,-1
CC(C)(C)NC(=S)NC(=O)C12CCC3CC(CC(C3)C1)C2,-7,1,1,1.2,1,0,1,-5,1.1,-7
c1cnc(N2CCN(c3nc4ccccc4n4cnnc34)CC2)nc1,-15,1,1,0.53,1,-4,1,-1,1,-12
CC1CN(C(=S)NC(=O)c2ccc([N+](=O)[O-])cc2)CC(C)O1 (configuration not stated),-5,1,1,1.2,0.9,-4,1,-11,1.1,10
COC(=O)C(NC(C)=O)(Nc1nc(C)cs1)C(F)(F)F (configuration not stated),8,1,0.9,0.96,1,0,0.9,-4,1,-10
CCOC(=O)N1CCc2c(sc(NC(=O)c3ccc(Cl)s3)c2C(N)=O)C1,10,1,1.1,1.4,1.3,1,0.9,-4,1,-4
COc1ccc(/C=N/NC(=O)c2cccc(NC(=O)c3ccccc3Cl)c2)c(OC)c1,2,1.1,1,1.1,0.9,-5,1,5,1,-9
CC(C)(C)OC(=O)N[C@@H](CC(=O)OCc1ccccc1)C(=O)O,-13,1,1.2,·,1.1,-3,0.9,-10,1.1,3
CC1CCCCC1NC(=O)COC(=O)c1cc(=O)c2ccccc2o1 (configuration not stated),2,1,1,1.3,0.9,4,1,-6,1.1,-6
CC1(C)Cc2nc(-c3ccccc3)n3cnnc3c2CO1,19,1,0.9,1.1,0.9,-2,1,-4,1,-8
Cc1cc(OCCOCCNC(C)C)cc(C)c1Cl,·,1.1,0.9,0.84,1,-6,1.1,0,1,-1
CCn1cc(CN2CCCC(C(=O)c3ccc(-c4ccccc4)cc3)C2)cn1 (configuration not stated),-12,1.1,1,·,1.1,-7,1.1,2,1,3
O=C(CCSc1ccccc1)NCC1CCCO1 (configuration not stated),-2,1,1,1.1,1,-3,0.8,-10,1.1,-1
COc1ccc(S(=O)(=O)N(CCc2ccccc2)CC(=O)O)cc1Cl,-24,1,0.9,1,0.9,-4,0.9,-4,1,-8
COc1ccccc1C(CCNS(=O)(=O)c1ccc(C)cc1)c1ccco1 (configuration not stated),-5,1.1,0.9,0.82,1,-8,1.1,-7,1.1,-6
COCCNC(=O)CNC(=O)c1nn(-c2ccc(OC)c(Cl)c2)c(=O)c2ccccc12,12,0.9,0.9,0.75,1,6,0.9,-1,1,-1
CCCCC(=O)N(Cc1nc2sc(C)c(C)c2c(=O)[nH]1)C1CCCC1,-8,1,1.1,0.91,1,-2,1.1,3,1,-3
Cc1ccc(S(=O)(=O)N2CCN=C2c2ccccc2)cc1C,-1,1,0.9,1,1,-1,1,-9,1.1,-4
c1ccc(Cn2nnc3c(N4CCC5(CC4)OCCO5)ncnc32)cc1,5,1,0.9,1,1,0,0.9,-1,1,-6

# Taken from the results shown (5 entries):
SMILES,APP 5'UTR act,TNAP act hiacc,PMI act,NF-kB neuron act,PMI act hi M6P,TNAP inh hiacc,bIAP activator,FLuc inhib CS,FLuc act counter,TNAP inh no acc
Cc1cc(OCCOCCNC(C)C)cc(C)c1Cl,·,1.1,0.9,0.84,1,-6,1.1,0,1,-1
CCn1cc(CN2CCCC(C(=O)c3ccc(-c4ccccc4)cc3)C2)cn1 (configuration not stated),-12,1.1,1,·,1.1,-7,1.1,2,1,3
O=C(CCSc1ccccc1)NCC1CCCO1 (configuration not stated),-2,1,1,1.1,1,-3,0.8,-10,1.1,-1
COc1ccc(S(=O)(=O)N(CCc2ccccc2)CC(=O)O)cc1Cl,-24,1,0.9,1,0.9,-4,0.9,-4,1,-8
COc1ccccc1C(CCNS(=O)(=O)c1ccc(C)cc1)c1ccco1 (configuration not stated),-5,1.1,0.9,0.82,1,-8,1.1,-7,1.1,-6

# Going on with the list.
SMILES,APP 5'UTR act,TNAP act hiacc,PMI act,NF-kB neuron act,PMI act hi M6P,TNAP inh hiacc,bIAP activator,FLuc inhib CS,FLuc act counter,TNAP inh no acc
Cc1ccc(-c2nnc(SCc3nc4ccccc4[nH]3)n2Cc2ccco2)cc1,1,1,0.9,0.66,1.1,-2,1.3,3,1,-14
Cc1ccc(NC(=O)CCCN2C(=O)c3cccc4cccc(c34)C2=O)cc1,4,1,1,1,1.1,2,0.8,4,1,-20
COc1ccc(CNS(=O)(=O)NCc2ccc(C)cc2)cc1,-2,1,1,1.1,1.1,-2,1.1,2,1,-9
O=C(COC(=O)C1CC(O)CN1S(=O)(=O)c1ccc(Cl)cc1)c1ccccc1 (configuration not stated),1,1,1,1.2,1.1,-4,0.9,-6,1.1,-10
CN1CCN(C(c2cccnc2)c2ccc3cccnc3c2O)CC1 (configuration not stated),-5,1,0.6,1.1,0.6,-2,1.8,-1,1,26
O=C1CC(N2CCSCC2)C(=O)N1c1cccc(Br)c1 (configuration not stated),9,1.1,1,1.4,1,-7,1.1,-4,1,-6
CC(=O)Nc1cccc(NC(=S)Nc2ccc(F)c(Cl)c2)c1,2,1,0.9,1,0.6,-3,0.8,-7,1.1,4
Cc1ccccc1Cn1c(C(C)O)nc2ccccc21 (configuration not stated),12,1.1,1,0.79,1,-8,0.9,-5,1.1,-10
O=C(COC(=O)CNC(=O)c1cccc([N+](=O)[O-])c1)NCc1ccco1,-13,1,1.1,1.1,1.1,0,0.9,-5,1,-6
Cc1ccc(N(C(=O)c2cccs2)C2C=CS(=O)(=O)C2)cc1 (configuration not stated),0,1,0.9,1,1,-2,0.9,-2,1,-9
CCN(C(C)=O)c1nnc(CSc2nc3ccccc3s2)s1,53,1,1,2.8,1,-3,1,-7,1.1,0

# No enrichment for hits; about 3.6% have a hit in one of these screens.
